RXFP1 antag – qHTS Assay for Antagonists of the Relaxin Receptor RXFP1; Relaxin receptor 1 (Homo sapiens), Q9HBX9; HEK293-RXFP1, relaxin-stimulated cAMP HTRF, 30 min; active compounds read low; activity change, negative = inhibition, % at 57.5 µM; 0.59% of 350,000 active; AID 1259400, 2018;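 active means activity change of -60% or lower, but not beyond a set lower limit; inconclusive means change between -60% and -40%, or beyond the set limit; inactive means change above -40%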; further: on the % scale 0 is the no-effect control and ±100 the full control effect
Target sequence (Q9HBX9 whole entry, looked up): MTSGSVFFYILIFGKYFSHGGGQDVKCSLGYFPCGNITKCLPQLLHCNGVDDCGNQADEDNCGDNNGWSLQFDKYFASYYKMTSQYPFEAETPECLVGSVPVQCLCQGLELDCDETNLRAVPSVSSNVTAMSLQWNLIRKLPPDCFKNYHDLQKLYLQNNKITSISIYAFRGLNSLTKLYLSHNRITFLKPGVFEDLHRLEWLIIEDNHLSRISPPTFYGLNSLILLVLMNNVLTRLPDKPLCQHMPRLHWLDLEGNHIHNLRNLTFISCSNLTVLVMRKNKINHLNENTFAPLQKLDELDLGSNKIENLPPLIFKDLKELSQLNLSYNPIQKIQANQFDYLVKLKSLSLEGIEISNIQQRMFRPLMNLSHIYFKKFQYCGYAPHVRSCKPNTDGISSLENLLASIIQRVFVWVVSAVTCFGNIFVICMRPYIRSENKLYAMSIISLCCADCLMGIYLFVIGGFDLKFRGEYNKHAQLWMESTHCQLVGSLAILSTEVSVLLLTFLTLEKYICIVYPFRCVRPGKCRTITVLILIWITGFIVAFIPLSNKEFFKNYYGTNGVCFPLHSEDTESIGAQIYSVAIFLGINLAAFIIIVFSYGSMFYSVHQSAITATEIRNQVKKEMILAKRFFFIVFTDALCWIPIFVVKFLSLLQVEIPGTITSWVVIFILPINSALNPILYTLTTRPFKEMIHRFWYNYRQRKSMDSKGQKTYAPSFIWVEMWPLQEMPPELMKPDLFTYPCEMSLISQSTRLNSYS
D1 PAM – Potentiators of Human D1 Dopamine Receptor: qHTS. 0.036% of 360,000 active. D(1A) dopamine receptor (Homo sapiens), P21728. potentiation, % at 10 µM. AID 504651, 2011. HEK293 TREx D1 cells, calcium flux, dopamine EC20 potentiation; in the data active means potentiation above about 30%; further: 0% is about no effect
D1 ag – Allosteric Agonists of the Human D1 Dopamine Receptor: qHTS | activation, % at 2 µM | AID 504660, 2011 | HEK293 T-REx D1 cells, calcium flux, agonist mode | D(1A) dopamine receptor (Homo sapiens), P21728 | 1% of 360,000 active; in the data active means activation above about 30%; further: 0% is about no effect
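Tetracycline-induced HEK293 TREx D1 cells, force-coupled to calcium signalling, were dye-loaded with a no-wash calcium kit. Compound was pin-added after a 10 s baseline. Fluorescence was read kinetically at 1 cycle/s for 180 s, with calcium rises flagged as agonism.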
Apoferritin bind – qHTS Assay for Identification of Novel General Anesthetics | Ferritin light chain (Equus caballus), P02791 | apoferritin/1-aminoanthracene competitive binding, fluorescence | Potency, µM (top dose mostly 77.5 µM), inactives show at the highest dose activity change, negative = displacement, most hits filed as inhibitors | 0.074% of 350,000 active | AID 485281, 2010; further: potency means the concentration at half of the fitted maximal effect; on the % scale 0 is the no-effect control and ±100 the full control effect; nearly all actives have a fitted effect of over 20% in size
Target sequence (P02791 2-175 limits assumed): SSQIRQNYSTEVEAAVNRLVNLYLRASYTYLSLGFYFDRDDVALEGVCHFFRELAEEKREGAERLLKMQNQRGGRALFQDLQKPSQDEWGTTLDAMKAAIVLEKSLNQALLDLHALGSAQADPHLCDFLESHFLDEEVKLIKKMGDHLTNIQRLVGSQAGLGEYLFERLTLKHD
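Steps: apoferritin (10 uM) was premixed with half-saturated 1-AMA in PBS, compounds were pin-transferred, plates stood 10 min at room temperature, fluorescence was read at 380/535 nm, and curves were fitted with a Hill equation.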
TRHR ag – qHTS for Small Molecule Agonists and Allosteric Enhancers of Human TRH Receptor: Primary Screen for Agonists; TRHR cells, calcium flux fluo-8, FDSS agonist mode; activation, % at 2 µM; 0.18% of 360,000 active; AID 493084, 2011; Thyrotropin-releasing hormone receptor (Homo sapiens), P34981; in the data active means activation above about 30%; further: 0% is about no effect
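In this calcium-flux screen, cells bearing human TRHR are dye-loaded with fluo-8, baselined for 10 cycles, then exposed to library compounds; positive kinetic calcium responses during the agonist phase mark hits, with TRH as control.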
D2 potentiator – HTS Assay for Positive Allosteric Modulators of the Human D2 Dopamine Receptor: Primary Screen for Potentiators | D(2) dopamine receptor (Homo sapiens), P14416 | AID 485347, 2010 | potentiation, % at 10 µM | HEK293 T-REx D2, calcium flux, EC20 dopamine potentiation | 0.34% of 340,000 active;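 active means potentiation over 3 SD above the plate norm, cut at about 30% in these data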; further: 0% is about no effect
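Calcium flux readout, no-wash dye, 1 read/s. Inducible HEK293 Trex D2 line, overnight 30 C. Compound alone 180 s (agonist flags), then EC20 dopamine, another 180 s to score potentiation.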
RXFP1 ag – qHTS Assay for Agonists of the Relaxin Receptor RXFP1; HEK293T-RXFP1 cAMP TR-FRET, 30 min; response scale: percent of porcine relaxin response, buffer zero; AID 2676, 2010; 0.3% of 370,000 active; Potency, µM (highest dose often 57.5 µM), without a hit: at the top dose activation, hits mostly activators; Relaxin receptor 1 (Homo sapiens), Q9HBX9; further: potency means the concentration at half of the fitted maximal effect; on the % scale 0 is the no-effect control and ±100 the full control effect; nearly all actives have a fitted effect of over 60% in size; many of its hits are not listed in these tables
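Agonist response is measured as cAMP accumulation in an RXFP1-transfected HEK293T line under PDE4 inhibition. Values are scaled between buffer-only and 29 nM porcine relaxin, and EC50s come from standard Hill equation fits.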
TRHR enhancer – qHTS for Small Molecule Agonists and Allosteric Enhancers of Human TRH Receptor: Primary Screen for Enhancers. enhancement, % at 2 µM. Thyrotropin-releasing hormone receptor (Homo sapiens), P34981. TRHR cells, fluo-8 calcium fluorescence, EC20 TRH enhancement. 0.66% of 360,000 active; in the data active means enhancement above about 30%; further: 0% is about no effect
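Enhancer read-out: after compound pinning and an initial kinetic agonist-mode read, an EC20 of TRH (10 nM final) was injected and fluo-8 calcium signal (Ex 480/Em 530) followed at 1 s/cycle for 100 cycles in TRHR-expressing cells.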
D1 antagonist – Antagonist of Human D 1 Dopamine Receptor: qHTS. D(1A) dopamine receptor (Homo sapiens), P21728. HEK293 TREx D1 cells, calcium flux, dopamine EC80; active compounds read low. activity change, negative = inhibition, % at 10 µM. 3.2% of 360,000 active. AID 504652, 2011; in the data active means activity change below about -30%; further: on the % scale 0 is the no-effect control and ±100 the full control effect
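Kinetic fluorescence of a calcium dye serves as the read-out. D1-expressing Hek293 Trex cells, induced overnight at 30 C, are exposed to compound for 180 s before an EC80 dopamine addition, then read 180 s further.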
Numbers without * were called inactive; ? = inconclusive; nt = no result given; [ ] = another dose, or the depositor's remark. Unless noted, the call rests on the fitted dose curve; in most records, active means well fitted curve in the direction sought with a large enough effect; inconclusive means small, poorly fitted or top-dose-only effect, or another doubt; inactive means no such curve, though single readings can be large; an effect the other way counts as inactive or inconclusive. These rows are one share of the data, so the mix of outcomes need not match the whole.

cpd	SMILES	RXFP1 antag	D1 PAM	D1 ag	Apoferritin bind	TRHR ag	D2 potentiator	RXFP1 ag	TRHR enhancer	D1 antagonist
1	COc1ccc(/C=C2\SC(=O)N(CCC(=O)NC3CCS(=O)(=O)C3)C2=O)cc1 (stereo unspecified)	11	-2	4	-13%	0.7	10	1.3%	-1	7
2	C/C(=N\NC(N)=S)c1cccnc1	9	0	0	4%	0.4	-1	0.8%	4	-8
3	CN(CC(=O)Nc1cccc(F)c1)C(=O)CC1CCCCC1	-16	0	3	nt	0.3	7	0.6%	1	5
4	COc1ccc(NC(=S)N(CCCN2CCN(C)CC2)Cc2cccs2)cc1	9	3	4	-6%	0.6	-2	0.5%	6	-3
5	CC(C)CCn1nnnc1C(c1ccc(F)cc1)N1CCC(C(N)=O)CC1 (stereo unspecified)	-1	-6	1	-12%	0.1	0	1.3%	8	-8
6	COc1ccc(/C(O)=C2/C(=O)C(=O)N(CC3CCCO3)C2c2cccc(OC)c2)cc1 (stereo unspecified)	-3	-2	2	5%	1.2	4	1.5%	-1	4
7	O=C(CN1CCOCC1)Nc1ccc([N+](=O)[O-])cc1	-4	-6	0	-1%	1.0	-31	-2.9%	1	-12
8	Cc1cc2c(ncn2Cc2ccccc2)c([N+](=O)[O-])c1C	-2	1	7	?	-0.5	14	1.0%	2	20
9	CC(=O)c1ccc(NC(=O)CSc2nc(N)c3cc4c(nc3n2)CCCC4)cc1	-12	-4	3	-12%	-0.8	-1	4.9%	18	-24
10	COc1cccc(NC(=O)CN(C)C(=O)/C=C/c2cc(OC)ccc2OC)c1	4	2	1	206%[activator]	1.0	-7	4.0%	-1	24
11	Cc1cc(C)cc(CC2CC(=O)N(c3ccc(Cl)cn3)C2=O)c1 (stereo unspecified)	-26	-1	0	-19%	-1.0	-11	-0.2%	-3	nt
12	CCC(CC)C1=NN2C(=N)/C(=C/c3ccc(OC(=O)c4ccco4)cc3)C(=O)N=C2S1	-34	1	-1	-2%	-0.4	-1	-2.9%	-9	-4
13	O=C(C1CCCN(S(=O)(=O)c2cccc3nonc23)C1)N1CCC(Cc2ccccc2)CC1 (stereo unspecified)	-7	0	2	?	0.6	-5	3.8%	2	0
14	NC(=S)N/N=C/c1ccc(-c2ccc([N+](=O)[O-])cc2)o1	0	2	1	-16%	-0.5	4	8.1%	0	2
15	CSCCC(NC(=O)c1ccccc1)C(=O)NCCCSc1ccccc1 (stereo unspecified)	-7	-4	6	nt	-0.9	17	0.1%	-3	3
16	COc1cc(OC)c(NC(c2nnc(-c3ccccc3)o2)c2ccc(F)cc2Cl)cc1Cl (stereo unspecified)	?	-3	1	5%	0.6	4	4.9%	-7	8
17	OCC1(Cc2ccccc2)CCCN(Cc2ccc(-c3ccco3)cc2)C1 (stereo unspecified)	-11	-6	1	-10%	-0.1	-20	0.8%	4	2
18	O=c1cc[nH]c2cc(Cl)ccc12	nt	-4	0	-4%	0.6	-6	-1.0%	1	-9
19	N#C/C(=C/c1ccc(C(=O)O)cc1)C(=O)Nc1ccccc1	-1	2	3	-1%	0.4	-13	3.6%	-6	-1
20	CCn1nnc(NC(=O)C(C)(c2ccccc2)c2ccccc2)n1	-6	3	7	-3%	-0.1	7	-0.6%	7	5

Down the list, quoted from above.
RXFP1 antag for entries 11 to 17, in order: -26, -34, -7, 0, -7, ?, -11
TRHR enhancer for entries 11 to 17, in order: -3, -9, 2, 0, -3, -7, 4
D1 PAM for entries 11 to 17, in order: -1, 1, 0, 2, -4, -3, -6

The list continues.
cpd	SMILES	RXFP1 antag	D1 PAM	D1 ag	Apoferritin bind	TRHR ag	D2 potentiator	RXFP1 ag	TRHR enhancer	D1 antagonist
21	Fc1ccccc1CN1CCCCCCC1	-14	1	1	-23%	-1.8	-2	-2.0%	-5	-3
22	CCCCN(C(=O)CSc1nn(-c2ccc(F)cc2)c(=S)s1)c1c(N)n(CCCC)c(=O)[nH]c1=O	-19	2	3	nt	-0.2	-1	-0.9%	2	6
23	O=C(CCc1ccccc1)NCCCN1CCOCC1	11	-2	2	-11%	0.2	9	2.1%	-2	51
24	CC1=CC(C)(C)N(C(=O)CNC2CCCCC2)c2cc(C)ccc21	-20	0	10	-6%	1.3	-1	-0.1%	0	28
25	O=C(O)c1cccc(N2C(=O)CSC2c2ccccc2)c1 (stereo unspecified)	-5	-1	1	1%	0.8	5	4.0%	0	-3
26	O=[N+]([O-])c1cc(-c2nc(-c3ccccn3)no2)ccc1NCc1ccccc1	nt	2	3	-12%	-0.3	-1	-0.2%	19	-24
27	O=C(c1ccco1)N1CCN(C(=O)c2cc(-c3ccccn3)nc3ccc(Cl)cc23)CC1	-1	-2	2	-3%	-1.0	8	0.9%	7	-6
28	COc1ccc(OC)c(S(=O)(=O)NCc2cccn2Cc2cccc(C)c2)c1	nt	0	1	1%	-0.4	3	-0.2%	1	10
29	Cc1ccc(C)c(N2CCN(CCCNC(=O)c3cnn(-c4ccccc4)c3C3CCN(C(=O)OC(C)(C)C)CC3)CC2)c1	?	-8	14	-15%	-1.2	-22	-0.4%	-16	-42*
30	Cc1ccc(S(=O)(=O)N2CCN(CC(O)c3ccccc3)CC2)cc1C (stereo unspecified)	1	-1	0	-18%	-0.8	-7	0.8%	-4	-10
31	O=C(COC(=O)c1ccc2c(c1)S(=O)(=O)N=C1CCCCCN12)NCCc1ccc(F)cc1	-1	-2	1	-5%	-0.2	-13	-0.1%	-3	-3
32	O=C(CSc1nnc(N2CCCC2)n1-c1ccccc1Cl)N1CCN(c2ccccn2)CC1	-1	-3	-1	nt	-1.1	5	-0.1%	4	-52*
33	Cc1cc2ccccc2nc1SCC(=O)NC1CCCCC1	8	0	1	-6%	0.5	0	-0.6%	-6	16
34	COc1ccccc1C(=O)NC1CCCCCCC1	-18	-5	1	?	0.3	2	1.1%	-4	-6
35	C/C(=N\NC(=O)c1ccc(F)cc1)c1cccc(NC(=O)c2cccc(F)c2)c1	-6	-6	1	-1%	-0.1	-4	0.2%	-3	-25
36	CC1CCCC(NC(=O)CSc2nnc(N)s2)C1C (stereo unspecified)	-2	-2	-1	?	-0.6	1	-0.3%	1	27
37	Cc1ccc(Cn2c(CN3CCOCC3)nc3c2c(=O)[nH]c(=O)n3C)cc1	-3	0	2	-7%	0.4	11	0.6%	8	5
38	COc1ccc(C2/C=C\CN(C(=O)C3CC3)[C@H](Cc3ccccc3)C(=O)N2Cc2ccc(F)cc2)cc1 (stereo partly specified)	nt	-6	2	-8%	-0.1	0	-0.3%	-5	-15
39	CS(=O)(=O)c1ccc(NC(=O)c2ccc3c(c2)S(=O)(=O)N=C2CCCCCN23)cc1	-15	2	2	nt	0.1	-1	1.7%	-2	-3
40	COc1ccccc1NS(=O)(=O)c1ccc(C)c(NC(=O)c2ccc(S(=O)(=O)N3CCCCCC3)cc2)c1	-17	-7	15	-18%	0.5	-8	0.3%	-5	-6

Just D1 PAM, for some of the entries so far:
No.	compound	D1 PAM
23	O=C(CCc1ccccc1)NCCCN1CCOCC1	-2
24	CC1=CC(C)(C)N(C(=O)CNC2CCCCC2)c2cc(C)ccc21	0
25	O=C(O)c1cccc(N2C(=O)CSC2c2ccccc2)c1 (stereo unspecified)	-1
26	O=[N+]([O-])c1cc(-c2nc(-c3ccccn3)no2)ccc1NCc1ccccc1	2
27	O=C(c1ccco1)N1CCN(C(=O)c2cc(-c3ccccn3)nc3ccc(Cl)cc23)CC1	-2
28	COc1ccc(OC)c(S(=O)(=O)NCc2cccn2Cc2cccc(C)c2)c1	0

The list continues.
cpd	SMILES	RXFP1 antag	D1 PAM	D1 ag	Apoferritin bind	TRHR ag	D2 potentiator	RXFP1 ag	TRHR enhancer	D1 antagonist
41	CCCCC1=CC2=CC(=O)C(C)(OC(=O)c3cnc4ccccc4n3)C(=O)C2=CO1 (stereo unspecified)	nt	-5	4	-18%	2.7	0	3.4%	5	16
42	CCCCN1C(=O)C(C)=C(C)C1OCCc1ccc(OC)c(OC)c1 (stereo unspecified)	-1	6	-1	-4%	-0.2	7	-1.5%	-1	3
43	CN(C)C(=O)c1ccc(NC(=O)CSc2nnc(-c3ccc4c(c3)OCO4)o2)cc1	-1	-9	1	nt	0.2	-4	2.9%	4	4
44	O=C1c2ccccc2C(=O)N1Cc1nc2ccccc2o1	-1	-6	3	?	0.5	-6	1.1%	6	-10
45	CC(=O)C(Sc1ccc2nnc(-c3ccc(F)cc3)n2n1)C(C)=O	nt	-2	3	-9%	-0.4	-1	4.9%	3	18
46	CN(C)c1ccc(CNC(=O)CN2C(=O)CSc3ccc(S(=O)(=O)N4CCCC4)cc32)cc1	-16	-3	0	-14%	-1.0	0	-2.8%	7	-5
47	O=C(Nc1ccc(N2CCOCC2)cc1)c1ccc(Br)o1	-8	-7	1	3%	0.3	5	1.1%	-4	-6
48	N#CCC(=O)N/N=C/c1cc([N+](=O)[O-])ccc1N1CCCC1	-9	-2	2	-19%	0.2	nt	-0.5%	-2	-8
49	COc1ccc(CCN2CC(C(=O)NCCc3ccccc3C(F)(F)F)CCC2=O)cc1 (stereo unspecified)	-1	2	3	-12%	-0.9	-1	-3.0%	-6	-17

3 of the entries above in order of the TRHR ag value, smallest number first.
cpd	SMILES	RXFP1 antag	D1 PAM	D1 ag	Apoferritin bind	TRHR ag	D2 potentiator	RXFP1 ag	TRHR enhancer	D1 antagonist
42	CCCCN1C(=O)C(C)=C(C)C1OCCc1ccc(OC)c(OC)c1 (stereo unspecified)	-1	6	-1	-4%	-0.2	7	-1.5%	-1	3
47	O=C(Nc1ccc(N2CCOCC2)cc1)c1ccc(Br)o1	-8	-7	1	3%	0.3	5	1.1%	-4	-6
41	CCCCC1=CC2=CC(=O)C(C)(OC(=O)c3cnc4ccccc4n3)C(=O)C2=CO1 (stereo unspecified)	nt	-5	4	-18%	2.7	0	3.4%	5	16
